High-throughput results as filed in PubChem.
SR-BI HDL uptake: inhibitors of SR-BI mediated HDL lipid uptake, primary screen, ldlA[mSR-BI] cells, fluorescence, single point. Scavenger receptor class B member 1 (Mus musculus), Q61009. ldlA[mSR-BI] CHO cells, DiI-HDL uptake fluorescence, 3 h. inhibition, % at 12.5 µM. hit rate 0.96% among 320,000;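 active = mean replicate inhibition of at least 70% and a set share of replicates each scoring 70 or more; inconclusive = meets just one of the two criteria; inactive = fails both criteria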;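 also: 0% = median of neutral control wells and 100% = median of positive control wells; values of inactives mirror those of a sister screen read the other way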
SR-BI DiI-HDL act: activators of SR-BI mediated DiI-HDL uptake, primary screen, ldlA[mSR-BI] CHO cells, DiI fluorescence; 3 h; 100 = double the neutral-control signal; activation, % at 12.5 µM; hit rate 0.096% among 320,000;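 active = mean replicate activation of at least 60% and every replicate at or above 60%; inconclusive = mean or all-replicate condition met, but not both; inactive = mean below 60% and not all replicates reaching 60%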;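 also: 0% = median plate neutral-control signal and 100% = twice that signal; values of inactives mirror those of a sister screen read the other way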
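Assay system: LDL receptor-deficient CHO ldlA cells overexpressing murine SR-BI / Medium: BSA-supplemented, HEPES-buffered Ham's F12, pH 7.4 / Probe or stimulus: DiI-labelled HDL at 10 µg/mL final / Timing: compound with DiI-HDL co-incubation, 3 h at 37 °C / Technique: bottom-read cell fluorescence after medium removal, ex 550/em 595 nm / Measure: HDL uptake via cellular fluorescence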
PvdQ acylase: P. aeruginosa PvdQ acylase inhibitors, primary screen, biochemical, fluorescence, plate reader and imaging, single point; PvdQ acylase [Pseudomonas aeruginosa LESB58]; hit rate 0.063% among 340,000; purified PvdQ acylase; inhibition, % at 10 µM; in the data active = inhibition above about 30%, passing the limit was not always enough; inconclusive = no clear call, values can overlap the other calls;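 also: 0% = vehicle neutral wells and 100% = reference inhibitor wells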
DAGLB inhibitor: DAGLB lipase inhibitors, primary screen, biochemical, fluorescence, HTS | AID 504411, 2011 | hit rate 0.059% among 340,000 | HEK293T DAGLB membrane lysate, EnzChek fluorogenic substrate | inhibition, % at 5.17 µM; in the data active = inhibition above about 34%;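 also: 0% = enzyme with vehicle and 100% = wells lacking enzyme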
Cardiac RTF inh: cardiac RTF calcium sensitivity inhibitors, primary screen, biochemical, IANBD-TnC fluorescence, EC70 calcium; AID 493244, 2011; Troponin I, cardiac muscle (Homo sapiens) + Troponin T, cardiac muscle (Homo sapiens) + …; inhibition, % at 7.15 µM; IANBD-labeled cardiac RTF, Ca2+ fluorescence; hit rate 0.12% among 340,000;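 active = inhibition above the mean inhibition of all tested compounds plus 3 SD, cut at about 17% in these data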;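 also: assay run at fixed EC70 calcium of 1.6 mM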
Keap1-Nrf2 PPI: Keap1-Nrf2 protein-protein interaction inhibitors, primary screen, biochemical, fluorescence polarization, single point; Keap1 Kelch-Nrf2 peptide fluorescence polarization, 1536-well; inhibition, % at 9.4 µM; hit rate 0.15% among 340,000; AID 504523, 2011; in the data active = inhibition above about 12%; inconclusive = no clear call, values can overlap the other calls; inactive = below about 7.3%;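 also: human Keap1 Kelch domain with fluorescein labeled Nrf2 9mer peptide probe; 0% = neutral control wells and 100% = peptide positive control; higher means more block of Keap1 binding to Nrf2 peptide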
Target sequence (Q14145 whole entry, looked up, the tested form may be a part): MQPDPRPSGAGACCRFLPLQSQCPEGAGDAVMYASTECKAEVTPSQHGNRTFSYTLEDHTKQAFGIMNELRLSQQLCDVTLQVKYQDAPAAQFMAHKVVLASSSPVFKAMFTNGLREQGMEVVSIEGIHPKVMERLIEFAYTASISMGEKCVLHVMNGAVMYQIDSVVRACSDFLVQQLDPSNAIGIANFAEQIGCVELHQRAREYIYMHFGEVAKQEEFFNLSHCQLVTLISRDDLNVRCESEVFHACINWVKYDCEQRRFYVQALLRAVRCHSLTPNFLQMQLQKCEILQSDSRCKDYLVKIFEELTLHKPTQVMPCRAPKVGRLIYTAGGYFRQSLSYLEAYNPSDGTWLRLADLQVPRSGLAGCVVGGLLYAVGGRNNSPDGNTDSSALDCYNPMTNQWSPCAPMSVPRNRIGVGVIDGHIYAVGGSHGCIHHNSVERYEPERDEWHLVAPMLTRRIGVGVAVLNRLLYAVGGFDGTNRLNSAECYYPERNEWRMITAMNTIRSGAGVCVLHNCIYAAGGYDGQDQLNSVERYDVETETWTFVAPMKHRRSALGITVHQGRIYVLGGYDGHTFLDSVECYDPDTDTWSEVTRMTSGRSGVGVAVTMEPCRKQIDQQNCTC
Arrestin-AP2 inh: inhibitors of beta-arrestin/AP2 binding, primary screen, biochemical, GPCR trafficking, flow cytometry | inhibition, % at 10 µM | hit rate 0.31% among 340,000 | beta-arrestin 1 C-terminal peptide binding to AP2 beta2-adaptin appendage (human) | FITC-arrestin peptide / GST-AP2 beads; AP2 beta2 appendage carries R879A mutation;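 active = inhibition above a set limit, near 3 SD of compounds lacking own fluorescence, cut at about 54% in these data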;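 also: plate controls were DMSO wells for no effect and 5 µM unlabelled arrestin peptide for full effect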
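Assay system: GST-AP2 R879A bound to glutathione beads, E. coli-expressed; Medium: PBS with 0.05% Tween 20 and 0.1% BSA; Also added: fluorescein-tagged arrestin peptide at 50 nM final; Timing: 12 min plus 1 h, RT; Measured by: flow cytometry, FL1 (488/535 nm); Evaluation: percent drop in bead-associated FITC signal.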
PKA-R2B act: activators of PKA-R2B holoenzyme, primary screen, biochemical, fluorescence polarization, Cy5-IP20, human; cAMP-dependent protein kinase catalytic subunit beta (Homo sapiens) + cAMP-dependent …; PKA-R2B holoenzyme dissociation; R2B truncated from residue 108, S112A mutant; 0% DMSO only, 100% 113 µM cGMP; activation, % at 11.4 µM; hit rate 0.079% among 340,000; AID 504700, 2011;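 active = activation above a cutoff set at the mean over all compounds plus 3 SD, cut at about 18% in these data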;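 also: higher means more holoenzyme dissociation and a rise in polarization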
Target sequence (P31323 whole entry, looked up, other chains not shown, the tested form may be a part): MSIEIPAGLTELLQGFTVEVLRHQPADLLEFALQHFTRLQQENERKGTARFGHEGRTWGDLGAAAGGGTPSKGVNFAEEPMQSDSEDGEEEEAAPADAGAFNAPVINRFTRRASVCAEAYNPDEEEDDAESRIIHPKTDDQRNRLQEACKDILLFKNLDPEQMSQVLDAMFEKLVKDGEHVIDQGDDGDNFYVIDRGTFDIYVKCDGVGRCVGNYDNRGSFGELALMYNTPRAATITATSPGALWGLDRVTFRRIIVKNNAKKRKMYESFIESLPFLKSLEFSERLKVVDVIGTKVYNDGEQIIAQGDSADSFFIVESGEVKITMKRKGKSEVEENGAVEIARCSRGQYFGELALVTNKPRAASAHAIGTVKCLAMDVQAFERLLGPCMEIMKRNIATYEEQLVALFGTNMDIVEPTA
LANA DNA inh: inhibitors of KSHV C-LANA binding to DNA, primary screen, biochemical, fluorescence polarization, FAM-LBS DNA, MBP-C-LANA, single point; inhibition, % at 9 µM; hit rate 0.078% among 340,000; AID 504423, 2011;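 active = highest replicate inhibition at or above 60% at 9 µM, even if other replicates fall short; inactive = all replicates below 60% inhibition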;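 also: 0% = neutral control wells and 100% = 4 µM acridine orange control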
NSD2 inh: NSD2 histone methyltransferase inhibitors, primary screen, biochemical, AlphaScreen, single concentration, set 2; Histone-lysine N-methyltransferase NSD2 (Homo sapiens), O96028; NSD2 peptide methylation, 120 min; inhibition, % at 12.5 µM; hit rate 0.54% among 310,000; AID 743445, 2014; in the data active = inhibition above about 50%
* marks the source's active call; other numbers are inactive results; ? = inconclusive; nt = no result given.

compound	NSD2 inh	LANA DNA inh	Arrestin-AP2 inh	PvdQ acylase	Cardiac RTF inh	SR-BI DiI-HDL act	Keap1-Nrf2 PPI	SR-BI HDL uptake	PKA-R2B act	DAGLB inhibitor
Cc1ccccc1-c1cccc([C@@H]2C[C@H]3CN(Cc4cccnc4)C(=O)[C@]34CCCN24)c1	2	0.0	-2	-17	-1	-12	-2	12	-1	1
CC(=O)c1ccc(NC(=O)c2cc(=O)[nH]c3ccccc23)cc1	0	-1.4	0	2	2	-24	-3	24	-6	-1
O=C(O)CCC1(C(=O)O)OCCc2ccccc21 (centres undefined)	0	-0.1	-33	-25	-2	2	-9	-2	2	-1
CC(C)OCCCNC(=S)Nc1ccc(S(N)(=O)=O)cc1	nt	-1.5	-1	-11	5	42	-5	-42	-9	-1
Cc1ccc2nsnc2c1NC(=O)c1sc2ccccc2c1Cl	-3	0.0	5	-14	-3	7	-5	-7	-1	-3
C/C(NCc1ccccc1)=C(\C#N)C(=O)NCc1ccccc1	2	1.2	4	-14	-3	19	-6	-19	7	-5
CCCNC(=O)COC(=O)c1cc(C)nc2ccccc12	-1	-0.3	12	5	-11	7	1	-7	-7	-2
O=C(NNC1=C(C(=O)C(F)(F)F)CCC1)c1ccccc1O	12	1.1	0	3	-7	-150	0	150*	-10	-5
CCNc1nnc(SCC(=O)c2cc(C)n(C3CC3)c2C)s1	2	-0.6	-4	-7	6	-11	-1	11	6	0
N#CC(C#N)=NNc1ccc(S(=O)(=O)N2CCCCC2)cc1	9	-0.1	-1	1	-4	-37	0	37	-18	14
O=C(Nc1cccc(S(=O)(=O)N2CCOCC2)c1)C1CCCCN1S(=O)(=O)c1ccccc1 (centres undefined)	-2	-0.1	-14	-8	-8	12	7	-12	-7	1
Cc1ccc2c(=O)cc(C(=O)NCCc3ccc(S(N)(=O)=O)cc3)oc2c1C	11	0.6	2	-15	-7	-2	3	2	2	-3
CC(C)(C)OC(=O)N[C@@H](Cc1c[nH]c2ccccc12)c1nnc(SCC(N)=O)o1	-1	-1.2	-9	-13	-7	20	-3	-20	-13	1
COc1ccccc1OC(C)C(=O)Nc1ccc(S(=O)(=O)N2CCN(C)CC2)cc1 (centres undefined)	3	0.1	-12	-12	-21	-2	3	2	-1	0
Cc1cccc(NC(=S)Nc2cccc(C(F)(F)F)c2)n1	-1	0.7	2	-6	-10	9	0	-9	-11	-5
O=C(NCC(c1ccco1)N1CCCCC1)c1cccc(S(=O)(=O)Nc2ccccc2Cl)c1 (centres undefined)	-1	-0.7	10	2	0	8	-2	-8	-9	1
C=CCc1cccc2cc(C(=O)N3CCN(C(=O)c4ccccc4)CC3)c(=O)oc12	8	0.0	-1	-8	-13	nt	-4	nt	3	1
CC(C)c1ccc(CN2CCC(C(=O)NCc3cccnc3)CC2)cc1	nt	2.0	-8	-13	-3	12	2	-12	-6	-1
Cc1cccn2c(=O)c3cc(C(=O)NCCCn4ccnc4)n(C)c3nc12	118*	1.3	-5	-18	-12	-23	-2	23	-1	2
COC(=O)C(COC(=O)c1c(F)cccc1F)NC(=O)c1c(F)cccc1F (centres undefined)	-3	-4.5	1	-14	-10	10	-4	-10	1	-2
CCOC(=O)c1ccc(N2C(=O)C(O)=C(C(C)=O)C2c2ccccc2)cc1 (centres undefined)	1	-0.2	8	-8	-9	39	3	-39	-4	6
COC(=O)c1cc(OC)c(OC)cc1NC(=O)c1ccc(Br)o1	nt	-1.1	9	10	-12	-8	-6	8	2	5
Cc1nnc(SCC(=O)N2CCC(C(N)=O)CC2)s1	-2	-0.2	1	-7	-2	11	-2	-11	-7	0
O=C(COC(=O)c1ccccc1Br)NC1CCCC1	4	0.4	17	-7	-15	nt	-3	nt	2	-1
CCCC/C(C)=N\NC(=O)CNS(=O)(=O)c1ccc([N+](=O)[O-])cc1	-1	-0.1	13	-7	5	nt	0	-25	6	1
CCc1ccc(NS(=O)(=O)c2cccc3nonc23)cc1	1	1.7	-3	-5	-10	-10	0	10	0	-1
O=C(COc1cc2oc(=O)c3c(c2cc1Cl)CCC3)NCC(O)c1ccccc1 (centres undefined)	-3	-2.0	-6	-8	-8	-3	-2	3	2	3
O=C(Nc1ccc(O)cc1)c1ccc2c(c1)C(=O)N(N1C(=O)c3ccccc3C1=O)C2=O	-1	2.4	-4	-6	-1	-1	-5	1	7	3
O=S(=O)(Cc1cnc(Cl)s1)c1ccccc1	-2	0.5	-5	-9	6	-5	-2	5	1	-1
NC1=NC(=O)/C(=C/c2cn(CCC(=O)O)nc2-c2ccc(F)cc2)S1	0	-6.3	21	2	4	?	-1	-63	3	2
OCCC1CN(Cc2nc(-c3ccc(F)cc3)cs2)CCN1CCc1ccccc1 (centres undefined)	5	-2.4	9	15	4	-29	0	29	3	-1
COCCNC(=O)CN(c1cc(C(F)(F)F)ccc1Cl)S(C)(=O)=O	-1	-0.1	8	-15	3	-7	-2	7	-5	2
CN(C)/C=C/C(=O)c1ccc(Oc2ccccc2)cc1	-1	-0.6	12	24	11	-5	-7	5	-9	6
COCCSc1ccccc1C(=O)Nc1ccc(S(=O)(=O)N2CCOCC2)cc1	-5	-1.0	20	-18	-2	-4	-2	4	-8	-3
CC1=C/C(=N\OS(=O)(=O)c2ccccc2)C(C(C)C)=CC1=O	4	1.3	-1	-11	2	-83	-1	83*	-9	2
COc1ccccc1-c1ccc(=O)n(CC(=O)Nc2ccc(C(=O)N3CCCC3)cc2)n1	-8	1.6	-3	13	-11	-16	9	16	1	-2
S=c1[nH]c(-c2ccccc2)cs1	2	1.3	11	12	2	-9	5	9	-3	-1
CC(C)c1ccc(OCC(=O)NC(=S)Nc2ccc3c4c(cccc24)CC3)cc1	1	1.7	36	7	-4	25	0	-25	-3	-3
CCC(C(=O)OCC(=O)NC(=O)c1ccccc1)c1ccccc1 (centres undefined)	-1	1.5	4	-8	0	11	1	-11	7	-2
CCCc1nnc(SCC(=O)N2CCCC2)n1CC1CCCO1 (centres undefined)	0	-0.1	-5	-14	-4	14	0	-14	6	-3
CSc1nc2ccccc2n1CC(=O)N1CCCCC1	-3	0.6	-3	-15	8	7	-5	-7	-4	-1
Cc1cccc(CCN2CCN=C2N(C)C)c1	nt	-0.9	2	3	-3	4	3	-4	5	0
O=C(c1ccc(OCC2CCCO2)cc1)N1CCN(c2ccccc2)CC1 (centres undefined)	8	0.9	24	8	-12	-7	1	7	19*	1
C=C(C)C1Cc2c(C)nn(-c3ccccc3)c2C1 (centres undefined)	-1	0.7	1	-14	-1	-21	-7	21	-4	-4
Nc1ccc(Oc2ccccc2F)nc1	2	2.1	6	2	-19	-3	-7	3	-4	0
Cn1cnnc1SCc1ccc(C(=O)O)cc1	-1	1.7	-4	-12	-9	-2	6	2	2	0
O=[N+]([O-])c1ccc(Cl)c(S(=O)(=O)NCCc2ccccn2)c1	3	0.1	8	1	-3	-1	2	1	-11	1
Cc1ccc(CN2CCC(NC(=O)c3ccccc3)CC2)cc1	1	-0.5	-4	-4	-4	8	-2	-8	-8	0
CC(=O)NS(=O)(=O)c1ccc(NC(=O)c2ccccc2F)cc1	0	-1.2	-1	-11	-7	55	-5	-55	5	2
COc1ccccc1N1CCN(C(=O)c2ccc(Cn3c(=O)[nH]c4ccsc4c3=O)cc2)CC1	3	2.4	4	2	-4	-3	1	3	-1	3

Next entries
compound	NSD2 inh	LANA DNA inh	Arrestin-AP2 inh	PvdQ acylase	Cardiac RTF inh	SR-BI DiI-HDL act	Keap1-Nrf2 PPI	SR-BI HDL uptake	PKA-R2B act	DAGLB inhibitor
O=C(CSc1nnc(Cc2cc(=O)[nH]c(=O)[nH]2)n1-c1ccccc1)N1CCCCC1	nt	1.4	2	-6	-4	5	-2	-5	-6	1
CCOc1cc(NC(=S)NCCCN(C)C)c(OCC)cc1NC(=O)C1CC1	4	-0.4	15	-4	5	8	-8	-8	-3	0
CCC(C(=O)N1CC2(C)CC1CC(C)(C)C2)N1C(=O)c2ccccc2C1=O (centres undefined)	-2	1.6	3	-5	3	28	0	-28	-8	-3
Nc1c(N(CCCO)C(=O)C2CCCCC2)c(=O)[nH]c(=O)n1Cc1ccccc1	-1	-0.3	8	-5	-2	-18	0	18	-8	1
COc1ccc(S(=O)(=O)N(CC(=O)NCc2ccncc2)c2cc(C)cc(C)c2)cc1OC	1	2.7	-5	-12	-7	15	-1	-15	-2	0
Cc1ccc(Nc2nc3nonc3[nH]c2=O)cc1Cl	-1	1.1	3	0	1	-4	-6	4	-1	16
O=C(COC(=O)c1ccc(S(=O)(=O)Nc2ccccc2)cc1)NCC1CCCO1 (centres undefined)	nt	-0.8	6	-11	-9	nt	-2	nt	-16	2
CCC(c1ccc(O)cc1)C(CC)c1ccc(O)cc1 (centres undefined)	nt	1.7	-4	-12	4	8	-3	-8	-5	1
COCCn1ccc(O)c(Cc2ccc(Cl)cc2)c1=O	1	-1.5	1	-5	-2	12	-8	-12	5	-1
COc1ccc(Cn2nnnc2C(c2ccc3ncccc3c2)N2CCN(C3CCCCC3)CC2)cc1 (centres undefined)	-2	-1.0	-26	-9	-2	5	-8	-5	-14	1
COC(=O)c1cc(Cl)c(NC(=O)C(C)C)cc1OC	0	-0.7	-4	-10	3	11	-3	-11	-9	2
O=C(CCC(=O)NNC(=O)c1ccccc1[N+](=O)[O-])NCc1ccccc1	-1	0.4	8	3	nt	33	-4	-33	nt	nt
